Source: PubChem BioAssay (several laboratories)
Rev-RRE block: disrupts HIV-1 Rev binding to RRE RNA | inhibition, % at 8 µM | AID 704 | Rev peptide-RRE RNA binding, FRET | actives 0.79% (n = 97,000) | P05866;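 active = inhibition above the screen-wide mean plus 3 SD, cut at about 35% in these data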;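 also: 0% = median DMSO wells and 100% = median Neomycin B control wells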
Target sequence (P05866 whole entry, looked up): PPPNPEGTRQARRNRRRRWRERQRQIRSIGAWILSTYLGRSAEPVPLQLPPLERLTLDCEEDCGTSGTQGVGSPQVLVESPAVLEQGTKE
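Assay system: Labelled RRE RNA duplex and labelled Rev peptide | Times: 5 min preincubation and 15 min binding, 25 °C | Detection: FRET, ex 480 nm, em 540 and 671 nm | Evaluation: % inhibition of FRET ratio versus controls | Benchmarks: DMSO wells as 0% and neomycin B wells as 100% inhibition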
Calb biofilm kill: kills Candida albicans biofilms. C. albicans biofilm + clotrimazole, Alamar Blue. inhibition, % at 6 µM. actives 0.14% (n = 85,000);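 active = inhibition above 20%; inactive = inhibition below 20%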;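 also: preformed 24 hr biofilms exposed to compound for 48 hr; 0% = biofilm without compound and 100% = blank killed by clotrimazole plus chlorhexidine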
EphB4 ephrin blk: EphB4-ephrin-B2 interaction antagonism | P54760 | EphB4 LBD / TNYL-RAW-Alexa532 peptide, fluorescence polarization | inhibition, % at 7 µM | actives 0.15% (n = 97,000);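 active = inhibition above the screen-wide mean inhibition plus 3 SD, cut at about 15% in these data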;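 also: 0% = DMSO wells and 100% = excess unlabeled TNYL-RAW peptide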
LYP act: increases human PTPN22 phosphatase activity. recombinant LYP, DiFMUP fluorescence; 0 = plate median, 100 = signal doubled. activation, % at 2 µM. actives 0.11% (n = 96,000). AID 697;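 active = activation at 2 µM above a set limit, the mean plus 5 SD, cut at about 37% in these data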
Target sequence (Q9Y2R2 whole entry, looked up): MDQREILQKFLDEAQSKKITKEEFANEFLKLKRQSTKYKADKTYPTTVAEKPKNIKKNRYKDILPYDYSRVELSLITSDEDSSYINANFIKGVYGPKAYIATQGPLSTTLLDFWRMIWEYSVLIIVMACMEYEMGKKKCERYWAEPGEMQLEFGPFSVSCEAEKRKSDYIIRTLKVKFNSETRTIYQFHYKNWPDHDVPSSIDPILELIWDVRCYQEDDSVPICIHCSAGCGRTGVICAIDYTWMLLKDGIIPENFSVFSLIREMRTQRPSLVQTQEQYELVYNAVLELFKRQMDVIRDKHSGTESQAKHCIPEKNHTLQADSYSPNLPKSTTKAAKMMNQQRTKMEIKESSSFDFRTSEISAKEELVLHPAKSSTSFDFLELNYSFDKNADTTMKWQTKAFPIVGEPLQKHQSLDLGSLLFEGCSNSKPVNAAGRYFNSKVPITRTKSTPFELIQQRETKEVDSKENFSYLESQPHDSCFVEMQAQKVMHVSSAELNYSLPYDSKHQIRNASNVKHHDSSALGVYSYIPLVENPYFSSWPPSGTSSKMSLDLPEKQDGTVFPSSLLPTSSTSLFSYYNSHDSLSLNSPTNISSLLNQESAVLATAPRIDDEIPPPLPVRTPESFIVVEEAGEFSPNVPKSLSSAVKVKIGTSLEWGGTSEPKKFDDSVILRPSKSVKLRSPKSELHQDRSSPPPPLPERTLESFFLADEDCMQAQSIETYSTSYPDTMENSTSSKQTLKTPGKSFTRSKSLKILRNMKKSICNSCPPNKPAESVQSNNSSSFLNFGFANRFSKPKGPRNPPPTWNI
PLK1 kinase inh: inhibitors of human PLK1 kinase. P53350. recombinant PLK1 kinase, TR-FRET peptide phosphorylation. inhibition, % at 10 µM. actives 0.53% (n = 97,000). AID 619;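 active = inhibition of 50% or more in the single-concentration screen; inactive = inhibition below 50%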;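 also: 0% = DMSO max control and 100% = H-89 dihydrochloride min control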
PTPN22 inh 2: blocks human PTPN22 phosphatase activity; inhibition, % at 2 µM; Q9Y2R2; actives 0.21% (n = 96,000); recombinant LYP catalytic domain, DiFMUP fluorescence;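 active = inhibition at 2 µM at or above a set limit, the screen mean plus 3 SD, cut at about 24% in these data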;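 also: 0% = DMSO with enzyme and 100% = enzyme fully blocked by orthovanadate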
CYP2C9 inhib: human CYP2C9 inhibition | CYP2C9 Supersomes, luciferin-H conversion, luminescence | actives 20% (n = 96,000) | inhibition, % at 5 µM | AID 777;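 active = blocking of liver enzyme CYP2C9 beyond about 50% at 5 µM, limit read from the data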; also: values of inactives mirror those of a sister screen read the other way
Plk1 PBD FP: inhibitors of human Plk1 polo box domain binding. Plk1 PBD phosphopeptide binding, fluorescence polarization. inhibition, %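 (tested at about 20 µM)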. actives 0.13% (n = 97,000). AID 693; in the data active = inhibition above about 34%, passing the limit was not always enough
CYP2C9 activ: activators of human CYP2C9 | activation factor at 5 µM | recombinant CYP2C9, luciferin-H conversion, luminescence; active compounds read high; factor 1 = untreated enzyme, 0 = blocked | P11712 | AID 1024 | actives 1.4% (n = 96,000);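 active = activation factor of 2 or more for CYP2C9 at a 5 µM dose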;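 also: 0 = sulfaphenazole-blocked wells and 1 = vehicle-only wells; values of inactives mirror those of a sister screen read the other way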
The depositor's hits bear a star; nt = not tested or not shown; [ ] = remark or other dose.

SMILES	Rev-RRE block	Calb biofilm kill	EphB4 ephrin blk	LYP act	PLK1 kinase inh	PTPN22 inh 2	CYP2C9 inhib	Plk1 PBD FP	CYP2C9 activ
CCOc1ccc(C2(C#N)CC[N+](C)(C)CC2)cc1	2	nt	-3	8	-11	-5	-6	39	1.1
CNP1(NC)=Nc2nn(-c3ccccc3)c(N)c2C(c2ccccc2)=N1	2	-5	6	-3	-4	0	-4	-5	1
CC(=O)C1C(=O)NC23CCCCC2C1c1ccccc1O3 (configuration not stated)	-3	10	-2	4	-5	-6	9	-7	0.9
O=c1[nH]c(=O)n(CCc2ccccc2)c(O)c1C=NCCN1CCNCC1	10	2	8	0	-4	1	-12	9	1.1
COc1ccc(Cn2c(N)c(C(=O)NCc3ccco3)c3nc4ccccc4nc32)cc1	30	2	8	-11	55*	11	84*	-19	0.2
O=c1[nH]c2c(c(=O)n1C1CCCCC1)CCC2	0	5	-3	14	-11	-20	-7	-1	1.1
Cc1ccc(S(=O)(=O)N(C)CCCC(=O)N2CCN(c3ccccn3)CC2)cc1	9	6	2	-2	-10	6	33	29	0.7
C=CCn1c(O)c(C(C)=NCCc2ccccc2)c(=O)[nH]c1=O	3	8	-7	7	5	-5	25	-30	0.7
CCOC(=O)N1CCC(NC(=O)CCc2nc(C3=CCN(C)CC3)no2)CC1	6	-2	2	3	7	-6	2	13	1
Cc1ccc(C(=O)n2cc(CCN3CCS(=O)(=O)CC3)c3ccccc32)cc1	4	nt	-1	-3	-11	6	42	2	0.6
CC1(C)CN2C(c3ccc(Cl)cc3)N2C1 (configuration not stated)	5	6	-1	2	-2	0	-13	4	1.1
CCC(=NCc1ccc2c(c1)OCO2)c1c(O)n(C2CCCCC2)c(=O)[nH]c1=O	11	-4	10	-1	5	0	100*	15	0
CCOC(=O)C1C2c3ccccc3O[C@@]1(C)N=C1SCC(=O)N12 (some centres not stated)	4	2	-1	-6	-14	7	-12	-13	1.1
CCn1c(=O)cc(OCC(=O)N2CCC3(CC2)OCCO3)c2ccccc21	4	-2	3	7	-18	-9	-16	-13	1.2
OCC12CO[C@@H]3c4ccccc4[C@H](OC1)N32 (some centres not stated)	3	4	0	7	-12	-7	1	8	1
CCCCn1c(O)c(C(C)=Nc2ccc(OCC)cc2)c(=O)[nH]c1=O	9	6	4	15	-5	-17	43	-18	0.6
CN1CCN(c2ccc([N+](=O)[O-])c(N/N=C3\CN4CCC3CC4)c2)CC1	5	nt	6	5	-10	0	-16	1	1.2
COP(=O)(OC)C1(Nc2ccc(C)cc2)CCCCC1	2	4	-2	12	-1	-12	33	-4	0.7
CCS(=O)(=O)N1CCC(C(=O)N2CCC3(CC2)OCCO3)CC1	8	0	0	5	-11	-7	0	-37	1
O=C(c1cc(Br)ccc1Cl)N1CCC2(CC1)OCCO2	1	-1	-5	-3	-12	2	54*	-4	0.5
COc1ccc(CCn2c(O)c(C=NCCCN(C)C)c(=O)[nH]c2=O)cc1OC	-2	-2	0	7	5	-3	22	0	0.8
O=c1c(C=NCCN2CCNCC2)c(O)n(C2CCCCC2)c(=O)n1C1CCCCC1	3	6	3	6	3	-7	18	-10	0.8
Cc1nnc2n1-c1ccc(Br)cc1C(c1ccccc1Cl)=NC2	2	9	0	-11	-8	11	13	-7	0.9
O=C(C1CCC(=O)N1Cc1ccccc1Cl)N1CCC2(CC1)OCCO2 (configuration not stated)	5	4	-7	1	0	0	13	25	0.9
Cc1[nH]c2ccccc2c1CCN	-1	6	-6	20	-16	-24	nt	13	nt
N#Cc1c(/N=C/c2c(O)n(Cc3ccco3)c(=O)[nH]c2=O)sc2c1CCCC2	40*	11	4	30	-7	-32	13	-11	0.9
CC(C)OC(=O)C1C(=O)NC2(C)CC1c1ccccc1O2 (configuration not stated)	7	12	-8	2	-14	-4	13	8	0.9
Cc1cc(Cl)ccc1OCC(=O)N1CCN(C)CC1	-2	3	2	4	-12	-6	-5	-5	1.1
O=C(CNC1CCCCC1)N1CCC2(CC1)OCCO2	2	2	0	14	-1	-11	-22	-19	1.2
Cc1ccc2c(c1)N(CCC(=O)N1CCC3(CC1)OCCO3)C(=O)C(C)O2 (configuration not stated)	-2	2	-4	-5	-18	5	-30	15	1.3
Cc1ccnc(-n2c(-c3ccco3)nc3ccccc3c2=O)c1	6	5	1	-4	0	8	5	-17	1
CCc1nc2ccc(Br)cc2c(=O)n1-c1ccccc1C(F)(F)F	13	nt	3	-10	-4	8	nt	-16	nt
CC(C)n1cc(C(=O)N(CC(=O)NC(C)(C)C)Cc2ccccc2)cn1	0	4	-4	5	-11	-6	nt	-20	nt
CCOC(=O)c1c(C)n(CCN2CCN(C)CC2)c2ccc(OC)cc12	1	9	-5	-9	-13	10	13	9	0.9
CC(=O)c1ccc(OC(NC(=O)c2ccco2)C(Cl)(Cl)Cl)cc1 (configuration not stated)	3	nt	-3	7	-8	-5	9	-10	0.9
CN1C(=O)c2ccccc2Sc2ccc(C(=O)N3CCC4(CC3)OCCO4)cc21	5	2	1	0	-8	-1	28	-18	0.7

A different layout for part of the listing above.
Below each compound: Rev-RRE block | Calb biofilm kill | EphB4 ephrin blk | LYP act | PLK1 kinase inh | PTPN22 inh 2 | CYP2C9 inhib | Plk1 PBD FP | CYP2C9 activ
O=C(c1cc(Br)ccc1Cl)N1CCC2(CC1)OCCO2
  1 | -1 | -5 | -3 | -12 | 2 | 54* | -4 | 0.5
CCOC(=O)c1c(C)n(CCN2CCN(C)CC2)c2ccc(OC)cc12
  1 | 9 | -5 | -9 | -13 | 10 | 13 | 9 | 0.9

Following part
SMILES	Rev-RRE block	Calb biofilm kill	EphB4 ephrin blk	LYP act	PLK1 kinase inh	PTPN22 inh 2	CYP2C9 inhib	Plk1 PBD FP	CYP2C9 activ
O=C1NC(=O)N(c2ccc3c(c2)OCO3)C(=O)/C1=C/c1ccc(N2CCCCC2)o1	124*[fluorescence artefact?]	nt	-3	5	-40	-4	15	-81	0.9
C=CCOC(=O)C1=C(C)OC(N)=C(C#N)C12C(=O)N(CN1CCOCC1)c1ccccc12 (configuration not stated)	6	6	6	-3	-5	1	-8	9	1.1
FC(F)(F)c1ccc2c(c1)ncn2C1CCN(Cc2nnnn2C2CCCCC2)CC1	0	2	-3	3	-5	-3	69*	-1	0.3
CCN(CC)CCN=Cc1c(O)n(Cc2ccccc2)c(=O)[nH]c1=O	8	0	2	3	-17	-3	18	-24	0.8
Cn1cc(C(=O)c2ccccc2)c2ccccc21	4	-1	0	-7	-4	4	-192	27	2.9*
CC(C)CC12CN3CCN(CC(C3)C1O)C2 (configuration not stated)	8	6	-2	-1	-9	0	-3	-6	1
CCCCNC(=O)c1c(N)n(Cc2ccc3c(c2)OCO3)c2nc3ccccc3nc12	13	11	-1	-10	-15	14	8	-20	0.9
CC(C)N1C(=O)/C(=C/C=C/c2ccco2)C(=O)N(Cc2ccco2)C1=O	53*	nt	-5	2	-16	0	5	-50	0.9
Cc1nc2ccccc2c(=O)n1-n1cnnc1	7	-2	4	-10	-3	9	1	-11	1
CN(C)C(=O)Oc1cccc2c(OC(=O)N(C)C)cccc12	3	0	0	-4	1	4	21	-11	0.8
CCC(=O)N1CCN(CCN=Cc2c(O)n(C)c(=O)n(C)c2=O)CC1	2	9	-1	5	-13	-8	3	32	1
Cn1c(O)c(C=NC2CC3CCC2(C)C3(C)C)c(=O)[nH]c1=O (configuration not stated)	0	5	0	1	-15	-3	39	6	0.6
O=C1CN=C(c2cccs2)c2c(sc3c2CCCC3)N1	3	6	-8	0	-11	0	3	2	1
COc1ccc(C(=O)C2CN(C)CC2C(=O)c2ccc(OC)cc2)cc1 (configuration not stated)	2	nt	2	7	-6	-3	12	-17	0.9
CCC(COC(=O)NC)NC(=O)Oc1ccccc1 (configuration not stated)	7	7	0	6	-7	-9	1	2	1
Cc1ccccc1-n1c(O)c(C=Nc2ccc(N(C)C)cc2)c(=O)[nH]c1=O	41*	8	-5	-9	-11	7	0	11	1
O=C(Cc1ccccc1)Oc1ccc(N2C(=O)CCC2=O)cc1	12	4	-2	4	-6	-2	10	13	0.9
COc1cc(/C=N/NC(=O)Cn2c([N+](=O)[O-])cnc2C)ccc1OC(=O)N(C)C	7	4	0	-1	-4	4	-14	-13	1.1
CCCCn1c(O)c(C(C)=NCc2ccc(F)cc2)c(=O)[nH]c1=O	8	7	1	-2	11	-1	50	-14	0.5
O=C(Nc1ccccc1)Oc1ccccc1	4	4	3	1	-6	0	12	-3	0.9

By substructure: the entries above containing a carbonyl joined to an NH by a bond outside any ring.
SMILES	Rev-RRE block	Calb biofilm kill	EphB4 ephrin blk	LYP act	PLK1 kinase inh	PTPN22 inh 2	CYP2C9 inhib	Plk1 PBD FP	CYP2C9 activ
COc1ccc(Cn2c(N)c(C(=O)NCc3ccco3)c3nc4ccccc4nc32)cc1	30	2	8	-11	55*	11	84*	-19	0.2
CCOC(=O)N1CCC(NC(=O)CCc2nc(C3=CCN(C)CC3)no2)CC1	6	-2	2	3	7	-6	2	13	1
CC(C)n1cc(C(=O)N(CC(=O)NC(C)(C)C)Cc2ccccc2)cn1	0	4	-4	5	-11	-6	nt	-20	nt
CC(=O)c1ccc(OC(NC(=O)c2ccco2)C(Cl)(Cl)Cl)cc1 (configuration not stated)	3	nt	-3	7	-8	-5	9	-10	0.9
CCCCNC(=O)c1c(N)n(Cc2ccc3c(c2)OCO3)c2nc3ccccc3nc12	13	11	-1	-10	-15	14	8	-20	0.9
CCC(COC(=O)NC)NC(=O)Oc1ccccc1 (configuration not stated)	7	7	0	6	-7	-9	1	2	1
COc1cc(/C=N/NC(=O)Cn2c([N+](=O)[O-])cnc2C)ccc1OC(=O)N(C)C	7	4	0	-1	-4	4	-14	-13	1.1
O=C(Nc1ccccc1)Oc1ccccc1	4	4	3	1	-6	0	12	-3	0.9

An excerpt (hit frequency here may not be typical).
